Tb hexokinase – blocks Trypanosoma brucei hexokinase 1 activity | AID 1430 | actives 0.11% (n = 220,000) | inhibition, % at 10 µM | recombinant TbHK1, G6PDH-coupled NADH A340;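 active means inhibition of 50% or more in the single-dose primary screen; inactive means inhibition below 50%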
p97 ATPase inh – inhibitors of human p97 ATPase | P55072 | recombinant p97 ATPase, Kinase-Glo ATP luminescence, 3 h | AID 1481 | inhibition, % at 8 µM | actives 0.42% (n = 220,000); in the data active means inhibition above about 15%;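 further: 0% = DMSO vehicle and 100% = wells lacking enzyme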
Target sequence (P55072 whole entry, looked up): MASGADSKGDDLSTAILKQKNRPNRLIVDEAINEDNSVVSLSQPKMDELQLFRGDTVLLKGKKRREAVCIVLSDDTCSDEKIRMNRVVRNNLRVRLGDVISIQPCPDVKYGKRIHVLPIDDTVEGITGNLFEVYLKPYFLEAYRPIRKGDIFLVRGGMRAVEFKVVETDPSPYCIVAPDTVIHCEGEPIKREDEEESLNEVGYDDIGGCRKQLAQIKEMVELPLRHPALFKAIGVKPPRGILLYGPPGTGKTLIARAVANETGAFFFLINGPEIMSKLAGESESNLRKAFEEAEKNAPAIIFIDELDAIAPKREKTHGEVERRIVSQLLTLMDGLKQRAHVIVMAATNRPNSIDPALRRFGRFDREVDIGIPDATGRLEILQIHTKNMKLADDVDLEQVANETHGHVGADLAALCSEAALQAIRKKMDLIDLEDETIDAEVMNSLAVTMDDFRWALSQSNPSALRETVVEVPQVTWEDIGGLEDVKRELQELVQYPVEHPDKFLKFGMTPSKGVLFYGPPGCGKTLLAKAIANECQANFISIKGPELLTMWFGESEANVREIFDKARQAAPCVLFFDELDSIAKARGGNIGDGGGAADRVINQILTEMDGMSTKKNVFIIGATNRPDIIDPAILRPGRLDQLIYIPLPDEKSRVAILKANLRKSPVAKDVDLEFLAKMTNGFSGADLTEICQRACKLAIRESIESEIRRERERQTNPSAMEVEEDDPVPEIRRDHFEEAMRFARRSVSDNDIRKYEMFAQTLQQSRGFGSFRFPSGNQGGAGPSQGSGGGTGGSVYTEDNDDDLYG
NCF1 inh – inhibitors of human p47phox binding; p47phox/p22phox peptide binding, fluorescence polarization, 2 h; inhibition, % at 24.7 µM; actives 0.53% (n = 220,000);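 active means inhibition above about 30%, limit read from the data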;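 further: 0% = p47phox with labelled peptide and 100% = labelled peptide alone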
m-calpain inh – blocks pig calpain II enzyme activity; purified calpain II, fluorogenic peptide substrate, 30 min; inhibition, % at 16 µM; actives 0.37% (n = 220,000); AID 1236;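 active means inhibition above about 50%, limit read from the data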
Furin inhibitor – human furin inhibition; purified furin, fluorogenic substrate cleavage; AID 463115; actives 0.061% (n = 220,000); inhibition, % at 30 µM; P09958; in the data active means inhibition above about 25%; further: inactives centre near -15
Runt-SMMHC FRET – blocks binding of human RUNX1 Runt domain to CBFb-SMMHC; Q01196+Q13951; Cerulean-Runt/Venus-CBFb-SMMHC FRET ratio 530/480, 1 h; inhibition, % at 20 µM; actives 0.74% (n = 220,000); AID 1434;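 active means mean inhibition across duplicate retests at 20 µM reaching about 50%, limit read from the data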;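 further: 0% = DMSO wells and 100% = wells with excess untagged CBFb-SMMHC; inhibitors lower the FRET ratio by blocking Runt binding to CBFb-SMMHC; some results filed as inactive read as strong as hits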
EBV gp42 block – blocks Epstein-Barr virus glycoprotein 42 binding. Q1HVG2. Fluorescence polarization binding assay, mP read-out. inhibition, % (tested at 21.74 µM). actives 0.42% (n = 220,000); in the data active means inhibition above about 50%
Runt-CBFb FRET – inhibitors of human RUNX1 Runt domain binding to CBFb | Q01196+Q13951 | actives 0.46% (n = 220,000) | Cerulean-Runt/Venus-CBFb FRET ratio 530/480, 1 h | inhibition, % at 20 µM | AID 1496;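 active means inhibition over about 50% at 20 µM in the single-dose screen, limit read from the data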;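 further: 0% = DMSO wells and 100% = excess unlabeled CBFb competitor control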
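Reagent – Venus-CBFb binding partner, 100 nM · Assay system – Cerulean-tagged RUNX1 Runt domain (FRET donor) fusion protein · Input – 100 nM per protein · Incubation – two 1 h room-temperature incubations shielded from light · Measured by – FRET fluorescence · Medium – Tris buffer pH 7.5 with salts and BSA · Benchmarks – unlabeled CBFb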
RBBP9 inh – blocks human serine hydrolase RBBP9 | actives 0.2% (n = 220,000) | inhibition, % at 7.94 µM | recombinant RBBP9, FP-Rh probe fluorescence polarization | O75884;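 active means inhibition above the campaign mean of all tested compounds plus 3 SD, cut at about 14% in these data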;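 further: plate controls were DMSO wells with RBBP9 for no effect and wells lacking RBBP9 protein for full effect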
Target sequence (O75884 whole entry, looked up): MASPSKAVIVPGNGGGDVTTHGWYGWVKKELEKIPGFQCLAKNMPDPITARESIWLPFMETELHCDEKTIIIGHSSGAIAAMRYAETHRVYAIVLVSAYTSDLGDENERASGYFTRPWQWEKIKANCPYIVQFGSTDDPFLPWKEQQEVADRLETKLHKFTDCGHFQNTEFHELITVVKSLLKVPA
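Assay system: recombinant human RBBP9; Reagent: Serine-hydrolase probe FP-Rh, 375 nM pre-mixing; Doses: 7.94 µM single dose, 0.794% DMSO; Incubation: 30 min then 45 min, 25 °C; Detection: fluorescence polarization (mP), excitation 525 nm, emission 598 nm; Evaluation: percent inhibition from mP, scaled between DMSO and no-protein wells.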
Numbers without * were called inactive; i = inactive; . = not tested or not shown; [ ] = dose if it differs, or a comment. Random draw from the library; 2.7% or so of the library scored in one or more.

Each structure is followed by: Runt-CBFb FRET	NCF1 inh	p97 ATPase inh	Furin inhibitor	Tb hexokinase	Runt-SMMHC FRET	m-calpain inh	RBBP9 inh	EBV gp42 block
CCC(C)Cn1c(C(C)C)nc2ccccc21 (stereo not drawn)
    0	7	-3	-25	-9	-5	-14	1	9
CCOC(=O)c1c(C)nc2sc(C(N)=O)c(N)c2c1-c1ccccc1
    -3	-4	2	-3[20 µM]	-12	-6	20	-2	-4
CCCCCCCC(=O)NNC(=O)c1ccc(F)cc1
    -1	-7	0	-24	-2	-1	12	-4	-18
O=C(O)c1ccc(N=NNc2cccc([N+](=O)[O-])c2)cc1
    0	-6	-1	-25	-4	1	13	-7	-11
Cc1ccc(NC(=O)c2ccc(S(=O)(=O)N3CCCC3)cc2)cc1
    .	.	2	-5[20 µM]	4	.	.	1	.
S=c1[nH]nc(-c2cnccn2)n1-c1ccccc1
    11	1	-2	-5[20 µM]	-20	6	-1	-3	-17
Cc1ccc(CN2CCN(Cc3cnc(C)s3)CC2CCO)o1 (stereo not drawn)
    3	-5	0	-24	-7	0	-10	-2	-10
COc1ccc(-c2nnn(CC(=O)c3ccc4c(c3)OCCO4)n2)cc1OC
    -3	-23	2	-26[20 µM]	0	-1	21	-11	-18
O=C(COC(=O)CNC(=O)c1ccc(Br)o1)Nc1ccc2c(c1)OCCO2
    -1	-11	5	-24	6	0	-14	-6	-8
C[C@H](NC(=O)c1ccccc1Cl)C(=O)OCCOc1cccc(Cl)c1
    -2	-4	1	-24	-3	-2	4	-3	-7
O=C(CCCn1c(=O)[nH]c2ccc(Br)cc2c1=O)NCc1ccc(Cl)cc1
    -2	-6	-3	-8	6	0	25	-10	-15
CC(=O)c1c(C)[nH]c(C(=O)CSc2nc3ccc(C)cc3[nH]2)c1C
    0	-9	3	-24[20 µM]	-6	-1	-22	-4	-2
COc1cccc(-n2c(SCC(=O)NCCC3=CCCCC3)nc3n[nH]c(C)c3c2=N)c1
    -2	8	-3	-9	-4	-8	-6	-10	4
Nc1ccn(Cc2ccc(F)cc2)n1
    14	-3	2	-4	-10	-3	-4	0	2
O=C(Nc1nc2ccccc2[nH]1)c1ccc(Br)o1
    -1	-3	0	-13	-36	3	-10	-4	-10
CN1CCN(C(=S)NC(=O)c2ccc(Br)cc2)CC1
    1	-18	-1	-14	-15	-2	-33	-8	-8
CC1(c2nnc(Cc3ccccc3)o2)CC(c2cccc(Cl)c2)=NO1 (stereo not drawn)
    0	-1	.	-8	-8	1	12	.	5
Cc1ccc(OCC(=O)Nc2ccc(-c3nc4ncccc4o3)cc2)cc1
    1	8	0	-16[20 µM]	-23	-2	-27	-2	-19
COc1ccc(CN2CCCC2C(=O)Nc2ccc(OC)c(OC)c2)cc1OC (stereo not drawn)
    -2	-8	-6	-10	-4	1	-11	-8	-24
CCN(CC)S(=O)(=O)c1ccc(N2CCOCC2)c(NC(=O)C2CCCO2)c1 (stereo not drawn)
    2	-17	7	-22	-3	2	-12	4	-13
Cc1ccc(C(=O)C2Oc3ccccc3C3CC(c4ccc(C)cc4)=NN23)cc1 (stereo not drawn)
    -2	-10	-3	2	-4	4	-13	-10	4
COc1ccccc1-n1c(SCC(=O)c2ccc(O)cc2O)nc2cc([N+](=O)[O-])ccc21
    -4	-28	6	-1	1	-21	-49	-8	-15
Cc1ccc(CNC(=O)c2cccnc2Cl)cc1
    0	2	2	-23	1	0	-19	-5	-9
COc1cc(-c2cn(S(=O)(=O)c3cccc4nsnc34)nc2N)cc(OC)c1OC
    2	-14	3	-11[20 µM]	-16	-2	-19	3	-4
COc1ccc2[nH]c(C(=O)NCCN3CCOCC3)cc2c1
    0	0	5	-36	-10	1	-166	-12	-4
Cc1cc(C)n(-c2ccc(Cl)c(Cl)c2)n1
    0	2	3	-34	4	-1	-14	-1	-17
O=C(NC(=O)c1ccc(Cl)cc1)Nc1cc(N2CCCCC2)ncn1
    .	.	0	-15[20 µM]	14	.	.	6	.
CC(=O)N1CCN(c2ccc([N+](=O)[O-])cc2)CC1
    -1	2	-4	6	-1	-5	17	2	-28
CC1(C)Cc2ccccc2-c2nc3n(c(=O)c21)CCCS3
    1	-2	2	-28	-2	1	8	-1	-14
COc1ccc(OCCNC(=O)Nc2cc(F)c(F)cc2Cl)cc1
    -3	-6	-3	-18	3	-1	8	-5	-6
O=C(Nc1ccc(CN2CCCCC2)cc1)c1cccc(F)c1
    0	-1	1	-35	0	0	-13	-2	-3
COc1ccc(S(=O)(=O)NC(N)=NCCc2ccccc2)cc1
    -1	-9	1	-20	0	1	-14	-9	1
CCOC(=O)c1ccccc1NC(=O)CN1C(=O)CCS(=O)(=O)c2ccccc21
    2	-6	-3	-11[20 µM]	-6	-4	-33	-7	-18
COc1ccc(CN(Cc2ccncc2)C(=O)CCC(=O)O)cc1
    1	-14	-3	-3	22	1	-28	4	-18
CCOC(=O)Cc1csc(NC(=O)CSc2nnc3ccccn23)n1
    0	-2	1	-20	-2	3	-3	-9	-8
COc1ccc2c(c1)C(=O)CC(c1ccccc1F)O2 (stereo not drawn)
    -4	-6	0	-25	-2	-8	-150	-5	-3
NC(=O)C1CCN(C(=O)CCCCCn2c(=O)[nH]c3ccsc3c2=O)CC1
    1	5	7	-20[20 µM]	3	-1	-1	-8	-18
CCNC(=S)N/N=C/c1cc(C)ccc1C
    -1	-13	1	-14	-18	1	29	-9	-8
O=C(Cn1nnc(-c2ccc(CN3CCOCC3)cc2)n1)NC1CCCCC1
    -1	-15	0	-16[20 µM]	-1	6	-3	-11	-10
CC(=O)OCCCN1C(=O)c2ccc(Br)cc2C1=O
    1	-8	4	-19	2	-7	-37	-5	-11
C=CCc1cc(C)ccc1OCCOCCC(C(=O)OCC)C(=O)OCC
    -11	-7	0	-15	-6	-3	1	-14	-6
Cc1nnc(NC2=NCCC2)o1
    1	-7	5	-21	-4	-1	-8	3	-11
CC(=O)Nc1ccc(S(=O)(=O)NNC(=O)CCC(=O)Nc2cc(C)ccc2C)cc1
    1	-6	2	-3	35	-6	-2	-11	-16
CCSc1nc2c(c(=O)[nH]c(=O)n2C)n1Cc1ccc(Cl)cc1
    -5	-8	1	-20	1	2	-9	-6	-27
O=C(Nc1ccccc1)[C@@H]1[C@@H]2C(=O)N(c3ccc(F)cc3)C(=O)[C@@H]2[C@H]2C=CC=NN21
    1	-33	9	-12	-15	-5	4	0	-23
COc1cc(NC(=O)c2ccccc2[N+](=O)[O-])c(C(=O)O)cc1OC
    1	15	-2	-8	3	-2	20	-9	5
CN(C)S(=O)(=O)Nc1ccccn1
    1	-1	7	-10	-9	-6	13	3	-19
Cc1sc2ncnc(SCC(=O)NC3CC3)c2c1C
    0	-17	3	-16[20 µM]	-6	2	-42	-5	-15
CC(C)(C)NC(=O)C(c1cccs1)N(C(=O)C(=O)NC1CCCC1)c1ccccc1F (stereo not drawn)
    0	0	-2	-19	-7	6	-19	-1	-17
Cc1cc(C)nc(Sc2nc(Cl)nc(N(c3ccccc3)c3ccccc3)n2)n1
    59*	-2	4	-3[20 µM]	-9	53	5	2	-2
C=C1C(C(=O)Nc2cccc(OC)c2)C1C(=O)Nc1cccc(OC)c1 (stereo not drawn)
    0	-4	-5	-15	-4	0	-19	0	10
O=C(c1cccs1)N1CCc2c([nH]c3ccccc23)C1c1ccccn1 (stereo not drawn)
    0	-2	1	-14	1	2	29	-10	18
O=C1C=C(Nc2ccccc2C(=O)O)c2ccccc2C1=O
    7	-1	23*	-14	-21	5	20	-1	0
Cc1ccc(Cn2ccnc2C(=O)Nc2ccccc2)cc1
    -2	-8	-1	-18	-2	0	8	-6	10
COc1ccc(NC(=O)CNS(=O)(=O)c2ccc(Cl)cc2)cc1OC
    -1	0	9	-9	1	-2	-8	13	-9
Cc1ccc(COc2cccc3c2CCN(Cc2ccc(F)cc2)C3=O)cc1
    -4	-18	0	-10	12	0	23	-6	-5
COc1ccccc1NC(=O)COC(=O)Cc1ccc(S(=O)(=O)N2CCCCC2)s1
    -2	-37	2	-26	2	-2	0	-10	-20
COc1cc(NC(=O)C2CCCCC2)c(OC)cc1NC(=O)CCC(=O)NCc1ccco1
    3	0	4	-29	0	0	-10	-4	-27
CC1CN(C(=O)/C(C#N)=C2\N=C(NC(=O)c3ccccc3Cl)c3ccccc32)CC(C)O1 (stereo not drawn)
    0	2	-7	1	-16	-2	-23	-7	0
Cc1ccc(-c2cc(C(=O)Nc3c(C)n(C)n(-c4ccccc4)c3=O)[nH]n2)c(O)c1C
    3	-5	5	-14	-4	3	-1	-5	-11

One compound at a time, from the list above. Order of values: Runt-CBFb FRET, NCF1 inh, p97 ATPase inh, Furin inhibitor, Tb hexokinase, Runt-SMMHC FRET, m-calpain inh, RBBP9 inh, EBV gp42 block
`CN(C)S(=O)(=O)Nc1ccccn1` as listed: 1, -1, 7, -10, -9, -6, 13, 3, -19
`O=C(c1cccs1)N1CCc2c([nH]c3ccccc23)C1c1ccccn1` (stereo not drawn) as listed: 0, -2, 1, -14, 1, 2, 29, -10, 18

Further structures:
Each structure is followed by: Runt-CBFb FRET	NCF1 inh	p97 ATPase inh	Furin inhibitor	Tb hexokinase	Runt-SMMHC FRET	m-calpain inh	RBBP9 inh	EBV gp42 block
CC(=O)N1CCC2(CC1)CC(=O)c1cc(OCC(=O)N3CCOCC3)ccc1O2
    4	3	2	-34	-4	10	i	0	0
C=CCNc1nc(-c2ccccc2)nc(-n2ccnc2)n1
    -1	-11	5	-30	5	-2	23	-8	7
CCNC(=S)NS(=O)(=O)c1ccc(CC)cc1
    0	-17	3	-28[20 µM]	-1	-2	-10	-2	-16
COc1ccc(S(=O)(=O)N2C3CCC2CC(NC(=O)C2CC2)C3)cc1 (stereo not drawn)
    0	-5	4	-25	4	-2	-11	1	-26

Screens from PubChem BioAssay.
